Source: PubChem
Shn3 inh set2 – reduction of Shn3 3'UTR firefly luciferase signal, primary screen, Schnurri-3 inhibitor project, cell-based, Clone20 osteoblasts, set 2; AID 588674, 2011; inhibition, % at 12.5 µM; Clone20 osteoblast Shn3 3'UTR firefly luciferase, 24 h; 360,000 tested, 0.52% active;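 active means mean inhibition of at least 75% with every replicate also reaching 75%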;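 further: 0% = median of neutral control wells and 100% = pilot-screen positive control compound; some compounds past the cut are filed as inactive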
KKLEB cytotox – cytotoxicity in KKLEB CF airway cells, primary screen, cytotoxicity control for CF NF-kB inhibitor project, cell-based, uHTS, fluorescence assay plates; 360,000 tested, 0.36% active; activity change (cytotoxicity), % at 5 µM; AID 602141, 2011; KKLEB CF airway cells viability, ATPlite luminescence, overnight; active compounds read low; cells stimulated with P. aeruginosa culture filtrate;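 active means corrected activity change at or below -50% at 5 µM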
CF NFkB inh – inhibitors of PAF-induced NF-kB signaling, primary screen, cell-based, GFP fluorescence, uHTS; KKLEB NF-kB-GFP reporter, GFP fluorescence overnight; inhibition, % at 5 µM; 360,000 tested, 0.86% active; AID 588850, 2011;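 active means at least 50% inhibition at 5 µM, scaled per plate between neutral and stimulator controls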;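 further: PAF is a Pseudomonas aeruginosa culture filtrate used as stimulus; plate controls were PAF-stimulated DMSO wells for no effect and unstimulated DMSO wells for full effect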
NR2E3 ag-1 – inhibitors of NR2E3-RetCOR corepressor binding, primary screen, NR2E3 agonist project, biochemical, TR-FRET, GST-NR2E3, biotin-RetCOR; inhibition of corepressor binding, % at 4.78 µM; AID 2300, 2010; 320,000 tested, 0.12% active; 1536-well; Photoreceptor-specific nuclear receptor (Homo sapiens), Q9Y5X4;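 active means percent inhibition above the cutoff of mean plus 3 SD of all tested compounds, set per screening campaign, cut at about 20% in these data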;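 further: 0% = DMSO wells and 100% = biotin wells as full block of FRET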
Target sequence (Q9Y5X4 whole entry, looked up): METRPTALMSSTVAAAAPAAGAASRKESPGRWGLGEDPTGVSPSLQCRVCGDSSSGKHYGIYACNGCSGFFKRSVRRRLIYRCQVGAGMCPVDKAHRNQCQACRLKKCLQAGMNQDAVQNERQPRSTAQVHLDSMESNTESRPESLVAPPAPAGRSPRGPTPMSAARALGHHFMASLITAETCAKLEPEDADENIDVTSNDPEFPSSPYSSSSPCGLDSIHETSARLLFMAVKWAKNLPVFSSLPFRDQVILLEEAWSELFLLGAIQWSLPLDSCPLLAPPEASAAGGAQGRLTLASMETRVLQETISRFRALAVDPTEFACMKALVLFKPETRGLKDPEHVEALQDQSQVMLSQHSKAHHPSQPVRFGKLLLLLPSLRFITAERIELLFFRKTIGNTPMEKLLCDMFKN
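System: GST-tagged NR2E3 plus biotinylated RetCOR corepressor; Amount: 1.35 nM GST-tagged NR2E3 final; Dosing: single nominal compound dose of 4.8 µM; Schedule: 5 h incubation at 4 °C; Technique: TR-FRET with europium anti-GST and streptavidin-D2, 340 nm excitation; Controls: biotin wells as high control, 0.6% DMSO wells as low control.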
C8 TRAIL sens – viability loss with TRAIL in NB7+C8 cells, primary screen, TRAIL sensitizer project, cell-based, ATPlite luminescence; 360,000 tested, 1% active; AID 624354, 2012; inhibition (viability loss, TRAIL sensitization), % at 10 µM;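 active means compounds causing at least 50% loss of cell viability in the single-dose screen, relative to plate controls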
TWEAK Fn14 block – inhibitors of TWEAK-Fn14 signaling, primary screen, luciferase reporter cells, uHTS; TWEAK-stimulated Fn14 reporter cells, luciferase luminescence, 8 h; inhibition, % at 10 µM; 360,000 tested, 2% active; in the data active means inhibition above about 50%
TRPM1 prom inh – inhibitors of MITF-dependent TRPM1 promoter reporter, primary screen, cell-based, SK-MEL-5, single point, luciferase. 330,000 tested, 0.83% active. AID 488899, 2010. SK-MEL-5 TRPM1 promoter luciferase, 24 h. inhibition, % at 12.5 µM;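 active means mean inhibition across replicates of 60% or more, whatever share of single replicates reaches that level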; further: values of inactives mirror those of a sister screen read the other way
NR2E3 ag-2 – NR2E3 agonists in two-hybrid cells, primary screen, cell-based, luminescence, CHO-S, Gal4-NCOR/VP16-NR2E3. Photoreceptor-specific nuclear receptor (Homo sapiens), Q9Y5X4. luciferase. inhibition of corepressor binding, % at 3.98 µM. 360,000 tested, 0.35% active. AID 602229, 2012;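 active means inhibition above the mean of all tested compounds plus 3 SD, cut at about 70% in these data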;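 further: 0% = DMSO with NR2E3 transfected cells and 100% = cells lacking NR2E3 construct; higher means lower luciferase signal from less NR2E3 corepressor binding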
HIF-2a block – HIF-2a reporter inhibitors, primary screen, luminescence, 786-0 RCC cells; 360,000 tested, 0.72% active; 786-0 RCC cells HIF-2a reporter, luciferase luminescence, overnight; inhibition, % at 18.8 µM;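 active means inhibition of the luminescence signal of 40% or more relative to plate controls, in a single-dose primary screen at 18.75 µM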
Peg3 prom inh – Peg3 promoter-driven luciferase inhibitors, primary screen, cell-based, HeLa, luciferase luminescence; inhibition, % at 20 µM; 360,000 tested, 1.7% active; HeLa PEG-Prom luciferase reporter, overnight;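 active means inhibition of at least 50% at 20 µM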
TROY NFkB inh – inhibitors of TROY-driven NF-kB signaling, primary screen, Q293 LMP1-TROYcd cells, NF-kB luciferase, uHTS; AID 1347056, 2019; Q293 LMP1-TROYcd NF-kB luciferase reporter, 4 h; inhibition, % at 10 µM; 360,000 tested, 0.98% active;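 active means compounds whose plate-normalised and pattern-corrected inhibition of the luciferase reporter signal at the single screening dose is 50% or more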
* hit, by the source's call; nt = no result given. A portion of the library, so the mix of outcomes need not match the whole.

SMILES	Shn3 inh set2	KKLEB cytotox	CF NFkB inh	NR2E3 ag-1	C8 TRAIL sens	TWEAK Fn14 block	TRPM1 prom inh	NR2E3 ag-2	HIF-2a block	Peg3 prom inh	TROY NFkB inh
O=C(C[n+]1ccc2ccccc2c1)Nc1cc(C(F)(F)F)ccc1Cl	21	-9	12	3	23	-7	8	-3	15	11	43
Cc1ccc(-n2nnnc2CS(=O)(=O)c2ccccc2)c(C)c1	21	7	7	1	4	-8	11	-12	-5	16	14
COc1cc(Cl)c(S(=O)(=O)N2CCN(Cc3ccc4c(c3)OCO4)CC2)cc1Cl	-10	-3	-18	-4	-11	-25	-7	-6	-8	3	-7
Cc1cccc(C(=O)NCC(=O)N2CCC2)c1	-6	1	19	4	2	10	5	8	11	10	13
CC(C)=CC(=O)Nc1ccc(S(=O)(=O)Nc2ccccn2)cc1	76	12	6	0	-3	-2	1	-3	11	17	8
CC(C)CNC(=O)COC(=O)CCC(=O)c1ccc(Cl)cc1	-5	-1	6	1	-13	3	-1	-10	20	0	-7
NS(=O)(=O)c1cccc(NC(=O)Cn2cnc3ccccc3c2=O)c1	-29	-5	6	4	-12	7	9	4	7	4	-1
N=c1ccn(Cc2ccc(Cl)cc2Cl)cc1	15	-7	3	-3	28	18	21	-6	13	24	20
O=C(COc1ccc(S(=O)(=O)N2CCCC2)cc1Cl)Nc1ccc2c(c1)OCO2	9	-14	4	0	-9	-17	-14	-1	-20	13	-2
CC(=NNc1ccc([N+](=O)[O-])cn1)c1ccc(N)cc1	-70	0	-15	nt	-9	-25	-72	-144	-261	-245	-55
O=C(CSc1nnc(-c2ccccc2)c(-c2ccccc2)n1)N1CCc2ccccc21	13	2	-7	2	-18	-15	-27	-5	-30	-11	2
O=C(N/N=C/C=C/c1ccco1)c1cnccn1	-16	1	-9	-4	7	2	-1	-4	18	0	-23
COc1ccc(C)c(-n2c(=O)n(Cc3ccccc3)c(=O)c3[nH]cnc32)c1	-1	-23	28	-3	-5	17	nt	0	9	5	10
O=C(CC1CCCCC1)N1CCC(c2nc(-c3ccc(S(=O)(=O)N4CCCC4)cc3)no2)CC1	63	-18	31	-4	10	41	29	10	19	36	30
Cc1nc(-c2ccc(S(=O)(=O)NCc3cccnc3)s2)cs1	33	8	-3	0	-5	17	21	11	19	6	-17
COCCN1C(=O)COc2ccccc2C1C(=O)NC1CCCCC1 (stereo not given)	nt	nt	nt	nt	-3	0	nt	-14	11	nt	14
CCN(CC)S(=O)(=O)c1cc(NC(=O)Cc2ccc(S(=O)(=O)N3CCOCC3)s2)ccc1Cl	72	-17	5	nt	17	48	26	19	22	-1	34
CC1CC(C)(C)N(C(=O)CN2C(=O)c3ccccc3C2=O)c2ccccc21 (stereo not given)	6	-6	23	-2	-4	-4	4	-2	10	-6	-1
O=C(Nc1cccnc1)C1Cc2c(-c3cccc(F)c3)ccnc2O1 (stereo not given)	14	-3	14	nt	-6	-3	nt	-16	18	15	9
C[C@H](CO)N1C[C@H](C)[C@@H](CN(C)S(=O)(=O)c2ccccc2)Oc2ccc(NS(=O)(=O)c3ccc(F)cc3)cc2C1=O	-5	1	1	nt	7	-30	-16	-14	10	7	-19

A portion from further up, for reference:
SMILES	Shn3 inh set2	KKLEB cytotox	CF NFkB inh	NR2E3 ag-1	C8 TRAIL sens	TWEAK Fn14 block	TRPM1 prom inh	NR2E3 ag-2	HIF-2a block	Peg3 prom inh	TROY NFkB inh
COCCN1C(=O)COc2ccccc2C1C(=O)NC1CCCCC1 (stereo not given)	nt	nt	nt	nt	-3	0	nt	-14	11	nt	14
CCN(CC)S(=O)(=O)c1cc(NC(=O)Cc2ccc(S(=O)(=O)N3CCOCC3)s2)ccc1Cl	72	-17	5	nt	17	48	26	19	22	-1	34
CC1CC(C)(C)N(C(=O)CN2C(=O)c3ccccc3C2=O)c2ccccc21 (stereo not given)	6	-6	23	-2	-4	-4	4	-2	10	-6	-1
O=C(Nc1cccnc1)C1Cc2c(-c3cccc(F)c3)ccnc2O1 (stereo not given)	14	-3	14	nt	-6	-3	nt	-16	18	15	9
C[C@H](CO)N1C[C@H](C)[C@@H](CN(C)S(=O)(=O)c2ccccc2)Oc2ccc(NS(=O)(=O)c3ccc(F)cc3)cc2C1=O	-5	1	1	nt	7	-30	-16	-14	10	7	-19

Further compounds:
SMILES	Shn3 inh set2	KKLEB cytotox	CF NFkB inh	NR2E3 ag-1	C8 TRAIL sens	TWEAK Fn14 block	TRPM1 prom inh	NR2E3 ag-2	HIF-2a block	Peg3 prom inh	TROY NFkB inh
O=C1NCC(Nc2ccc(Br)cc2)C(=O)N1 (stereo not given)	26	18	-8	nt	-13	10	1	-2	-2	4	-7
C=CCNC(=O)c1cccc(Br)c1	8	1	16	0	-21	18	14	-12	7	5	-20
CC(CCc1ccccc1)NC(=O)c1ccc(NC(=O)c2cccc(Br)c2)cc1 (stereo not given)	18	-11	-8	3	9	-24	13	4	18	4	21
CCOc1ccc(/C=C/c2[nH]c(=O)[nH]c(=O)c2[N+](=O)[O-])cc1	11	-6	14	5	-10	-1	7	-24	0	3	-20
O=C1CNC(=O)/C(=C/c2ccco2)N1	8	-1	6	5	3	0	4	4	-6	-10	20
Cc1cc(NO)nc(-c2ccc(Br)cc2)n1	-64	4	-14	-3	1	8	-67	-127	-233	-303	-16
CC1CC(C)CN(CC(=O)c2cccs2)C1 (stereo not given)	-12	-10	9	2	2	3	0	2	-7	-9	-18
CCCCc1nc(SCC(=O)Nc2nnc(C(C)C)s2)n[nH]1	-14	7	3	2	-10	11	0	-26	8	-5	2
CC(C)(Oc1ccc(Cl)cc1)C(=O)NCCCn1ccnc1	17	-2	-2	6	10	-1	3	-15	9	8	0
C=C(C)CNC(=S)Nc1sc2c(c1C(=O)OCC)CC(C)(C)OC2	-1	-3	1	3	-2	-20	-8	-6	7	-8	-8
S=C(NCc1cccnc1)Nc1ccc(Cl)cc1	-3	-7	12	2	4	14	9	-15	-2	20	nt
COc1cc2cc(C(=O)N3CCN(c4ccccc4OC)CC3)[nH]c2cc1OC	2	2	-2	nt	5	2	7	-7	16	18	11
O=C(/C=C/c1ccccc1)CCN1CCCCC1	80	3	-67	nt	14	19	11	38	-6	105*	1
O=C(O)c1ccc(NS(=O)(=O)c2cccc(S(=O)(=O)c3ccc(Cl)c(Cl)c3)c2)cc1	0	-4	-1	4	8	2	1	nt	14	4	-8
Cc1ccc(-c2cc(C(=O)Nc3sc4c(c3C(=O)NCc3ccco3)CCC4)[nH]n2)c(O)c1	13	-22	15	-1	0	-6	-3	3	16	35	-8
O=C(c1ccccc1Sc1ccc([N+](=O)[O-])cc1)N1CCCCC1	-17	2	0	3	-8	-7	-6	-8	-5	9	-11
Cc1cc(=O)[nH]c(SCc2ccc(Cl)cc2)n1	-7	5	-10	-2	8	9	-8	-9	-6	5	11
CCOC(=O)N1CCC(NC(=O)c2ccc3c(c2)N=C(CC)c2ccccc2S3)CC1	14	8	0	0	25	16	14	-37	17	27	29
CC(c1ccco1)N(C(=O)c1ccccc1NS(=O)(=O)c1cccc([N+](=O)[O-])c1)c1ccccn1 (stereo not given)	21	12	18	-3	14	18	-3	4	1	19	15
CCCCNC(=O)Cn1cnc2sc(C)c(S(=O)(=O)N3CCN(c4ccccc4OC)CC3)c2c1=O	-1	4	-21	2	1	20	3	-10	6	5	-8

Shown with two lines to a compound: part of the list above
Values run as follows: Shn3 inh set2, KKLEB cytotox, CF NFkB inh, NR2E3 ag-1, C8 TRAIL sens, TWEAK Fn14 block, TRPM1 prom inh, NR2E3 ag-2, HIF-2a block, Peg3 prom inh, TROY NFkB inh
Cc1ccc(-c2cc(C(=O)Nc3sc4c(c3C(=O)NCc3ccco3)CCC4)[nH]n2)c(O)c1
  13, -22, 15, -1, 0, -6, -3, 3, 16, 35, -8
C=C(C)CNC(=S)Nc1sc2c(c1C(=O)OCC)CC(C)(C)OC2
  -1, -3, 1, 3, -2, -20, -8, -6, 7, -8, -8
Cc1cccc(C(=O)NCC(=O)N2CCC2)c1
  -6, 1, 19, 4, 2, 10, 5, 8, 11, 10, 13
CC(c1ccco1)N(C(=O)c1ccccc1NS(=O)(=O)c1cccc([N+](=O)[O-])c1)c1ccccn1 (stereo not given)
  21, 12, 18, -3, 14, 18, -3, 4, 1, 19, 15

Next section.
SMILES	Shn3 inh set2	KKLEB cytotox	CF NFkB inh	NR2E3 ag-1	C8 TRAIL sens	TWEAK Fn14 block	TRPM1 prom inh	NR2E3 ag-2	HIF-2a block	Peg3 prom inh	TROY NFkB inh
CC(C)Nc1nnc(SCC(=O)Nc2sccc2C#N)s1	-7	10	-13	-1	0	18	5	-17	-30	-27	-14
Nc1c(-c2cccs2)nc2ccccn12	13	-17	-33	nt	-4	-10	nt	-31	-74	-62	-7
COc1ccc(S(=O)(=O)N2CCN(C(=O)c3ccc(C)o3)CC2)cc1	7	6	21	1	5	14	-3	-2	1	14	22
C=CCNC(=O)C(=O)Nc1cc2c3c(c1)CCC(=O)N3CCC2	-1	-2	4	-1	-5	4	2	-8	-4	-3	5
CCOC(=O)Cc1csc(NC(=O)C2CCCCC2C(=O)O)n1 (stereo not given)	-4	-11	5	-1	-2	3	4	-17	-2	-5	-20
Cc1cccc(C(=O)NC2CC3CCCC(C2)N3S(=O)(=O)c2ccccc2)c1 (stereo not given)	28	0	7	2	-4	10	18	7	0	22	8
COc1ccc(S(=O)(=O)N/N=C/c2ccc(OCCN3CCOCC3)c(OC)c2)cc1	-14	-2	5	2	4	16	-13	-6	-6	-10	7
O=c1c2cnn(-c3ccccc3)c2ncn1Cc1ccccn1	-3	2	-6	2	-10	24	5	4	-23	-14	-8
O=C(OCc1cccc(C(F)(F)F)c1)c1cc(S(=O)(=O)N2CCOCC2)ccc1F	-4	-7	-8	4	72*	-29	-1	30	30	-1	4
CC(C)CN(C(=O)CCNC(=O)c1ccc(Cl)cc1)C1CCS(=O)(=O)C1 (stereo not given)	-28	10	-8	nt	7	-1	1	15	16	12	13
COc1oc(-c2ccc(Cl)cc2)nc1C(F)(F)F	-3	1	-6	1	-11	-10	-5	10	10	5	4
COc1cc(C(=O)NCCC(=O)NC(C)CCc2ccccc2)cc(OC)c1OC (stereo not given)	-4	1	18	3	-9	9	-6	-2	-2	-7	-5
COc1cccc(-c2nc(NCCN3CCOCC3)c3ccccc3n2)c1O	3	-17	-32	-1	13	27	20	-14	-12	31	-37
